Bim-Bfl-1: human Bim-Bfl-1 interaction inhibition; AID 1008; Bead-based flow cytometry, Bim-Bfl-1 binding inhibition; inhibition, % at 10 µM; Q16548; actives 0.12% (n = 190,000);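 further: 0% = wells without compound plus tracer and 100% = blocker peptide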
Bcl-W Bim block: human Bim-Bcl-W interaction inhibition | Q92843 | bead-based flow cytometry, Bim peptide-Bcl-W binding | inhibition, % at 10 µM | actives 0.02% (n = 190,000) | AID 952;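 further: 0% = bound tracer without compound and 100% = peptide blocker; higher means less fluorescent Bim peptide bound to Bcl-W beads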
Bcl-2 Bim block: disrupts Bim peptide binding to human Bcl-2. P10415. Bead-based flow cytometry, Bim peptide-Bcl-2 binding. inhibition, % at 10 µM. actives 0.06% (n = 190,000). AID 950; in the data active means inhibition above about 40%; inconclusive means no clear call, values can overlap the other calls;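 further: 0% = no compound wells with probe peptide and 100% = reference peptide inhibitor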
ABCG2 block: inhibitors of human ABCG2 transporter, ABCB1 counter-screen | Q9UNQ0 | IgMXP3 cells, JC-1 efflux, flow cytometry | inhibition, % at 6.6 µM | actives 0.1% (n = 190,000) | AID 1325;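 active means inhibition above 80%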;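 further: 0% = DMSO and 100% = nicardipine control wells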
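Measure – % inhibition of efflux relative to nicardipine and DMSO · Test system – ABCG2 IgMXP3 and barcoded ABCB1 CCRF-Adr cell mix · Control set – nicardipine as high control, DMSO as low control · Compound – one concentration, 6.6 µM final · Signal – flow cytometry of retained JC-1 fluorescence · Timing – 10 min exposure at 25 °C with rotation, no wash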
Mcl-1 Bim block: human Bim-Mcl-1 interaction inhibition; Q07820; Bead-based flow cytometry, Bim peptide-Mcl-1 binding; inhibition, % at 10 µM; actives 0.1% (n = 190,000); AID 1009;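 further: 0% = no compound tracer wells and 100% = peptide blocker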
Target sequence (Q07820 whole entry, looked up): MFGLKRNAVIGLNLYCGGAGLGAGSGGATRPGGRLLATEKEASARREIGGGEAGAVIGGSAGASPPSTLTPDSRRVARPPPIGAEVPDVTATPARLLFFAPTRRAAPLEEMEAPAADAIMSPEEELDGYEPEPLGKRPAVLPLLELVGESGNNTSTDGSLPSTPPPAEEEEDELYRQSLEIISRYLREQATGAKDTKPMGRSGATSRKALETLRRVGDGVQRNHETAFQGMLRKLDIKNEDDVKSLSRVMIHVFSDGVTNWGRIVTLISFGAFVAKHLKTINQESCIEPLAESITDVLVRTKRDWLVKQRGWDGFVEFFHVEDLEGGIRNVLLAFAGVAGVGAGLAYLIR
RGS7-Gao: regulators of human RGS7-Galphao interaction; P09471; Multiplexed bead flow cytometry, RGS7-Galphao binding; actives lie on both sides; binding response (% of control), % at 10 µM; actives 0.35% (n = 220,000); in the data active means binding response below about 49% or above about 150%; inconclusive means no clear call, values can overlap the other calls; inactive means in between;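 further: fluorescent Galphao held in activated GDP-AlF4 state binding bead-coupled RGS7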
Target sequence (P09471 whole entry, looked up): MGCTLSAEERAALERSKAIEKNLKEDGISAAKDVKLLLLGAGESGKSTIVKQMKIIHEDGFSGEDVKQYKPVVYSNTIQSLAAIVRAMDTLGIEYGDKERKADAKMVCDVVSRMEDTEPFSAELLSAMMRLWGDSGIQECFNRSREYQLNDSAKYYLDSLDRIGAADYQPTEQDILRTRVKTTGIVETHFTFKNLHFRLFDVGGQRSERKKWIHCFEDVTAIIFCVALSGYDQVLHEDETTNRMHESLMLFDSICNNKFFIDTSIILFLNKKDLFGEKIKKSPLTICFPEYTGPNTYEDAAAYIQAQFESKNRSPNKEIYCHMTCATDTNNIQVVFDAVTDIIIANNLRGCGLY
ABCB1 block: inhibitors of human ABCB1 transporter, ABCG2 counter-screen | CCRF-Adr cells, JC-1 efflux, flow cytometry | inhibition, % at 6.6 µM | actives 0.067% (n = 190,000) | P08183; in the data active means inhibition above about 40%;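 further: 0% = vehicle and 100% = reference inhibitor; higher value means more JC-1 retained so stronger ABCB1 efflux block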
RGS4-Gao reg: modulates binding of RGS4 to human Galphao. binding response (% of control), % at 10 µM. actives 0.33% (n = 220,000). P09471. Multiplexed bead flow cytometry; actives lie on both sides; in the data active means binding response below about 49% or above about 150%; inactive means in between;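 further: fluorescent Galphao activated with aluminum fluoride binding bead-coupled RGS4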
Bim-Bcl-XL: disrupts Bim peptide binding to human Bcl-XL; bead flow cytometry, fluorescence; inhibition, % at 10 µM; actives 0.04% (n = 190,000); Q07817
Target sequence (Q07817 whole entry, looked up): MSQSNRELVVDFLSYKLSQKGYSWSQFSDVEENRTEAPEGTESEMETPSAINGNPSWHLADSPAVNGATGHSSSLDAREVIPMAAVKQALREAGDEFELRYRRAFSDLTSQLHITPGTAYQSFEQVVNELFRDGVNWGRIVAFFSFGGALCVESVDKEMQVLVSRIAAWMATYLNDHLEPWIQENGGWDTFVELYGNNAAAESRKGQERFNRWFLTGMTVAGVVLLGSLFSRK
RGS8-Gao reg: modulates binding of RGS8 to human Galphao; P09471; multiplexed bead flow cytometry; actives lie on both sides; response (percent of control binding), % at 10 µM; actives 0.34% (n = 220,000); in the data active means response below about 60% or above about 140%; inactive means in between;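 further: Galphao activated as the GDP aluminium fluoride complex binding bead-coupled RGS8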
Bcl-B Bim block: human Bim-Bcl-B interaction inhibition. Q9HD36. bead-based flow cytometry, Bim peptide-Bcl-B binding. inhibition, % at 10 µM. actives 0.073% (n = 190,000). AID 951;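 further: 0% = tracer peptide without compound and 100% = reference inhibitor peptide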
Active calls of the source: *; ? = inconclusive; . = not tested or not shown. Unless noted, no stated cut-off is given here; in the data, active means inhibition above about 40%.

canonical_smiles | Bim-Bfl-1 | Bcl-W Bim block | Bcl-2 Bim block | ABCG2 block | Mcl-1 Bim block | RGS7-Gao | ABCB1 block | RGS4-Gao reg | Bim-Bcl-XL | RGS8-Gao reg | Bcl-B Bim block
Cc1cc(-c2ccc(C(=O)O)s2)cnc1N | -2.0 | 0.0 | 1.0 | 53.9 | 1.0 | ? | 3.7 | 101.8 | -1.0 | 103.3 | 0.0
CCOc1cc2[nH]c(=S)n(CCN3CCCCC3C)c(=O)c2cc1OCC (stereo unspecified) | -2.0 | -4.0 | -4.0 | 1.2 | -2.0 | 105.1 | 0.2 | 106.5 | -8.0 | 111.4 | 0.0
Cc1cccc(N2C(=O)CN(Cc3cccs3)C2=S)c1 | 2.0 | 1.0 | 1.0 | 2.0 | -2.0 | 75.2 | 1.4 | 79.4 | -2.0 | 69.3 | 4.0
CC(=O)c1cc(-c2nc3ccccc3n2C)n(C)c1 | -17.0 | 0.0 | -10.0 | 13.9 | 0.0 | 100.8 | 0.2 | 102.1 | -2.0 | 101.1 | -5.0
Cc1cccc(NC(=O)C(=O)NCC2CCCO2)c1 (stereo unspecified) | -3.0 | 1.0 | -1.0 | 0.7 | 0.0 | 99.8 | 0.4 | 100.0 | -2.0 | 102.3 | -6.0
O=C1C2CC=C(Cl)CC2C(=O)N1CC1Cc2ccccc2CO1 (stereo unspecified) | 7.0 | 2.0 | 1.0 | -1.3 | 6.0 | 80.2 | -1.0 | 87.6 | 3.0 | 78.2 | 4.0
O=C(NCCCNC(=O)C(F)(F)C(F)F)C(F)(F)C(F)F | -13.0 | 0.0 | -11.0 | 1.0 | -2.0 | 121.7 | 0.1 | 104.4 | -9.0 | 106.7 | -10.0
CCOC(=O)c1sc(NC(=O)CN(CC(C)C)CC(C)C)c(C(=O)OCC)c1C | 0.0 | -2.0 | -4.0 | 2.3 | -1.0 | 87.0 | 0.4 | 84.1 | 0.0 | 91.6 | 0.0
O=C(NC(=S)N1CCN(c2ccc(F)cc2)CC1)c1cccs1 | 3.0 | -1.0 | 1.0 | 0.8 | -3.0 | 107.9 | 0.0 | 103.2 | -4.0 | 104.9 | -14.0
COC(=O)[C@@H](NC(=O)O[C@H]1C(=O)c2ccc(OC)cc2O[C@@H]1c1ccc2c(c1)OCO2)C(C)C | 2.0 | 3.0 | 2.0 | 17.1 | 0.0 | 99.0 | 1.8 | 101.4 | -3.0 | 101.2 | -7.0
Cn1ccc(-c2ccccc2)c(C#N)c1=O | -6.0 | -1.0 | -1.0 | 1.1 | 0.0 | 94.8 | 0.0 | 96.8 | -1.0 | 98.4 | -3.0
N#C/C(=C(/O)CN1CCCCC1)c1nc(-c2ccc(Cl)cc2)cs1 | -2.0 | -3.0 | -7.0 | 1.9 | -3.0 | 93.5 | -0.1 | 93.0 | -2.0 | 97.9 | -1.0
CN(CCO)c1cnccn1 | -7.0 | -1.0 | -3.0 | 0.1 | -2.0 | 104.0 | 0.1 | 103.8 | -2.0 | 101.8 | -2.0
CCC(=O)N1c2ccccc2NC2=C(C(=O)CCC2)C1c1ccc(N(C)C)cc1 (stereo unspecified) | 4.0 | 1.0 | 0.0 | -2.1 | 1.0 | 97.2 | -0.3 | 97.2 | 2.0 | 95.8 | 2.0
CCCOC(=O)c1c(NC(=O)CSc2nc(-c3ccco3)cc(C(F)(F)F)n2)sc(C(=O)OC)c1C | -11.0 | 1.0 | -2.0 | . | 2.0 | 107.6 | . | 102.9 | -1.0 | 103.2 | -6.0
CC(=O)Cc1nsc(Nc2cccc(C)c2)n1 | -6.0 | -4.0 | -7.0 | 1.2 | 0.0 | 103.8 | 0.3 | 101.9 | 0.0 | 100.6 | -1.0
Cc1ccc(/C=N/NC(=O)CSc2nnc(-c3ccccc3)n2-c2ccc(Cl)cc2)o1 | 1.0 | -3.0 | -1.0 | 6.7 | 0.0 | 101.5 | 3.3 | 102.4 | -2.0 | 103.9 | -42.0
Nc1csnc1C(=O)O | -1.0 | 0.0 | 0.0 | 1.2 | -1.0 | 102.0 | 0.5 | 97.2 | 1.0 | 100.8 | -1.0
Nc1nc2ccccc2n1C(=O)c1ccccc1 | 4.0 | 2.0 | 0.0 | 4.3 | 2.0 | 102.5 | 0.8 | 103.3 | 0.0 | 100.3 | 4.0
CNC(=S)N(Cc1cccs1)Cc1cc2cc(OC)ccc2[nH]c1=O | -8.0 | -7.0 | -2.0 | 6.7 | -21.0 | 101.0 | 0.6 | 101.1 | -7.0 | 111.0 | -7.0
O=C(Nc1ccccc1C(F)(F)F)c1ccccc1Br | -8.0 | 0.0 | -6.0 | -0.1 | -1.0 | 96.8 | 0.1 | 98.0 | 0.0 | 99.3 | -5.0
O=C(C1CC1)N1CCN(c2ccnc3cc(Cl)ccc23)CC1 | -6.0 | 2.0 | -4.0 | 14.2 | 2.0 | 100.0 | 8.6 | 99.5 | -1.0 | 97.7 | -4.0
COCCNC(=S)N(CCc1c(C)[nH]c2ccc(F)cc12)Cc1cccs1 | 0.0 | 2.0 | -5.0 | 4.3 | -1.0 | 95.8 | 0.6 | 97.5 | 1.0 | 101.2 | -3.0
CCOCCCNC(=O)CN1C(=O)/C(=C\c2ccc(C)cc2)Sc2ccccc21 | 0.0 | 0.0 | 1.0 | 11.8 | 0.0 | 100.3 | 1.2 | 98.5 | -1.0 | 103.9 | -3.0
Cc1ccc(Nc2nnns2)cc1 | 2.0 | 0.0 | 0.0 | 0.7 | -1.0 | 101.4 | 0.1 | 95.6 | -1.0 | 97.8 | -3.0

Profiles as entered above. Screens in order: Bim-Bfl-1	Bcl-W Bim block	Bcl-2 Bim block	ABCG2 block	Mcl-1 Bim block	RGS7-Gao	ABCB1 block	RGS4-Gao reg	Bim-Bcl-XL	RGS8-Gao reg	Bcl-B Bim block
Shown for CNC(=S)N(Cc1cccs1)Cc1cc2cc(OC)ccc2[nH]c1=O = -8.0	-7.0	-2.0	6.7	-21.0	101.0	0.6	101.1	-7.0	111.0	-7.0
Shown for Cc1ccc(/C=N/NC(=O)CSc2nnc(-c3ccccc3)n2-c2ccc(Cl)cc2)o1 = 1.0	-3.0	-1.0	6.7	0.0	101.5	3.3	102.4	-2.0	103.9	-42.0
Shown for CCOC(=O)c1sc(NC(=O)CN(CC(C)C)CC(C)C)c(C(=O)OCC)c1C = 0.0	-2.0	-4.0	2.3	-1.0	87.0	0.4	84.1	0.0	91.6	0.0

The main list resumes, starting 2 compounds before the break.
The line under a structure holds: Bim-Bfl-1 | Bcl-W Bim block | Bcl-2 Bim block | ABCG2 block | Mcl-1 Bim block | RGS7-Gao | ABCB1 block | RGS4-Gao reg | Bim-Bcl-XL | RGS8-Gao reg | Bcl-B Bim block
CCOCCCNC(=O)CN1C(=O)/C(=C\c2ccc(C)cc2)Sc2ccccc21
 : 0.0 | 0.0 | 1.0 | 11.8 | 0.0 | 100.3 | 1.2 | 98.5 | -1.0 | 103.9 | -3.0
Cc1ccc(Nc2nnns2)cc1
 : 2.0 | 0.0 | 0.0 | 0.7 | -1.0 | 101.4 | 0.1 | 95.6 | -1.0 | 97.8 | -3.0
O=C1C(c2cc(=O)c3ccccc3[nH]2)=C(O)c2ccccc21
 : -12.0 | -3.0 | -11.0 | -9.6 | -2.0 | 100.0 | -1.3 | 100.7 | -6.0 | 104.1 | -6.0
CC(C)(C)OC(=O)N/N=C/c1ccc(C(=O)O)cc1
 : -3.0 | -3.0 | 1.0 | 1.4 | -5.0 | 107.8 | 0.1 | 105.5 | -3.0 | 104.0 | -3.0
O=c1oc(-c2ccccc2[N+](=O)[O-])nc2ccccc12
 : 6.0 | 3.0 | 3.0 | -0.4 | 0.0 | 69.6 | -0.4 | 65.3 | 8.0 | 88.9 | 3.0
FC(F)(F)COc1nc(N2CCCCC2)nc(N2CCNCC2)n1
 : -4.0 | -3.0 | -1.0 | 0.5 | -5.0 | 73.9 | 0.2 | 62.5 | -5.0 | 104.0 | -4.0
CCn1ccc(C(=O)Oc2ccc(Cl)cc2)n1
 : -16.0 | 5.0 | -5.0 | 8.2 | -1.0 | 97.9 | -1.9 | 100.9 | -2.0 | 101.3 | -5.0
CC(=O)N1CCc2cc(S(=O)(=O)CCC(=O)NCc3cccs3)ccc21
 : -11.0 | 1.0 | -10.0 | 2.4 | 0.0 | 105.5 | 0.5 | 108.8 | -2.0 | 107.4 | -8.0
Cc1c(N=Cc2c(O)n(Cc3ccco3)c(=O)c3ccccc23)c(=O)n(-c2ccccc2)n1C
 : -9.0 | -4.0 | -15.0 | 5.6 | -27.0 | 99.8 | 1.4 | 98.7 | 0.0 | 101.0 | -15.0
Nc1[nH]n2c(=O)cc(-c3ccccc3)nc2c1N=Nc1ccc(S(N)(=O)=O)cc1
 : -9.0 | -2.0 | -4.0 | -5.4 | 0.0 | 97.2 | -1.1 | 100.8 | -2.0 | 103.5 | -3.0
CN(C)c1ccc(NC(=O)N2CCOCC2)cc1
 : 4.0 | 5.0 | 3.0 | 0.2 | 0.0 | 99.4 | -0.2 | 96.7 | 1.0 | 94.4 | 18.0
CN(C)c1ccc(N/C=C/C(=O)C(C)(C)C)cc1
 : 5.0 | 8.0 | 0.0 | 7.2 | 0.0 | 96.1 | 0.8 | 102.1 | -4.0 | 99.2 | -13.0
CCOc1ccc(N2C(=O)C3C(c4ccccc4)=NN(c4ccccc4)C3C2=O)cc1 (stereo unspecified)
 : 0.0 | -1.0 | -1.0 | -0.3 | -3.0 | 96.0 | -0.3 | 98.1 | -1.0 | 99.2 | -2.0
OCC(Cc1ccccc1)Nc1c2ccccc2nc2ccccc12 (stereo unspecified)
 : -1.0 | -4.0 | 0.0 | 4.2 | -3.0 | 101.8 | 0.6 | 100.0 | -7.0 | 101.0 | -4.0
COc1ccc(Br)cc1/C=C/C(=O)Nc1ccc(C)cc1
 : -1.0 | -11.0 | 4.0 | -1.2 | -17.0 | 100.6 | 0.0 | 101.7 | -4.0 | 99.7 | 11.0
COc1ccc(Cl)cc1NC(=O)CSc1nc(N2CCCCC2)nc(N2CCCCC2)n1
 : -8.0 | -3.0 | -10.0 | 12.3 | -3.0 | 102.7 | 1.6 | 98.6 | -4.0 | 97.9 | -8.0
C=CCn1c(Cc2cccs2)nnc1SCC(=O)c1ccc(F)cc1
 : -12.0 | -1.0 | -11.0 | 11.8 | -4.0 | 97.2 | 1.6 | 99.5 | 0.0 | 102.9 | -9.0

4 entries from above, ordered by count of non-hydrogen atoms, low to high.
The line under a structure holds: Bim-Bfl-1 | Bcl-W Bim block | Bcl-2 Bim block | ABCG2 block | Mcl-1 Bim block | RGS7-Gao | ABCB1 block | RGS4-Gao reg | Bim-Bcl-XL | RGS8-Gao reg | Bcl-B Bim block
CN(C)c1ccc(NC(=O)N2CCOCC2)cc1
 : 4.0 | 5.0 | 3.0 | 0.2 | 0.0 | 99.4 | -0.2 | 96.7 | 1.0 | 94.4 | 18.0
O=C1C(c2cc(=O)c3ccccc3[nH]2)=C(O)c2ccccc21
 : -12.0 | -3.0 | -11.0 | -9.6 | -2.0 | 100.0 | -1.3 | 100.7 | -6.0 | 104.1 | -6.0
FC(F)(F)COc1nc(N2CCCCC2)nc(N2CCNCC2)n1
 : -4.0 | -3.0 | -1.0 | 0.5 | -5.0 | 73.9 | 0.2 | 62.5 | -5.0 | 104.0 | -4.0
C=CCn1c(Cc2cccs2)nnc1SCC(=O)c1ccc(F)cc1
 : -12.0 | -1.0 | -11.0 | 11.8 | -4.0 | 97.2 | 1.6 | 99.5 | 0.0 | 102.9 | -9.0

Screens: PubChem BioAssay, NMMLSC
